ROS inducer = inducers of reactive oxygen species in cancer cells. U2OS ROS induction, H2DCF-DA fluorescence. ROS induction (% of piperlongumine), % at 10 µM. 46,000 compounds, 2% hits; in the data active means ROS induction above about 79%, passing the limit was not always enough; inconclusive means no clear call, values can overlap the other calls;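 further: 0% = DMSO vehicle median and 100% = reference compound median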
The depositor's hits bear a star; ? = inconclusive. The list is partial; the hit share may differ from the screen's.

#	molecule	ROS inducer
1	C[C@@H]1CC[C@]2(C(=O)OC3OC(COC4OC(CO)C(O[C@@H]5O[C@@H](C)[C@H](O)[C@@H](O)[C@H]5O)C(O)C4O)C(O)C(O)C3O)CC[C@]3(C)C(=CCC4[C@@]5(C)CC[C@@H](O)[C@](C)(C(=O)O)C5CC[C@]43C)C2[C@H]1C (stereo partly specified)	-3.8
2	C[C@H](CO)N1C[C@H](C)[C@@H](CN(C)C(=O)Nc2ccccc2)Oc2c(NS(=O)(=O)c3cccs3)cccc2C1=O	-14.6
3	Cc1cc(C)c(S(=O)(=O)NCC(=O)Nc2ccc(C(C)C)cc2)c(C)c1	18.6
4	Cn1c(SCC(=O)Nc2cccc(Br)c2)nnc1-c1cccs1	-5.4
5	Cc1cc(NCc2ccco2)c2ccccc2n1	2.5
6	COc1ccc(C(Nc2cccc(C)n2)c2ccc3ccc(C)nc3c2O)c(OC)c1OC (stereo unspecified)	-15.5
7	COc1cccc(S(=O)(=O)NCc2ccc(C(=O)Nc3ccc4sc(C)nc4c3)cc2)c1	11.2
8	C[C@@H]1CN([C@H](C)CO)C(=O)c2cc(NC(=O)CCC(F)(F)F)ccc2O[C@@H]1CN(C)Cc1ccc(C(=O)O)cc1	1.2
9	Cc1ccc(N2C3=C(C(=O)CC(C)(C)C3)C(c3cccs3)C3=C2CC(C)(C)CC3=O)cc1C	27.0
10	COc1ccc(S(=O)(=O)Nc2ccc3c(c2)C(=O)N([C@@H](C)CO)C[C@@H](C)[C@H](CN(C)S(C)(=O)=O)O3)cc1	-2.3
11	CC(C)NC(=O)N(C)C[C@@H]1Oc2ccc(NS(=O)(=O)c3cn(C)cn3)cc2C(=O)N([C@H](C)CO)C[C@@H]1C	-17.3
12	C[C@H](CO)N1C[C@H](C)[C@H](CN(C)S(C)(=O)=O)Oc2ncc(-c3ccc(F)cc3)cc2C1=O	18.3
13	CCCC(=O)NCc1cn2ccsc2n1	-10.1
14	COc1ccc(NC(=O)Nc2ccc3c(c2)CC(=O)N([C@H](C)CO)C[C@H](C)[C@H](CN(C)C(=O)NC(C)C)O3)cc1	4.6
15	C[C@H](CO)N1C[C@H](C)[C@@H](CN(C)S(=O)(=O)c2ccc(F)cc2)Oc2c(NC(=O)c3cnccn3)cccc2C1=O	-3.0
16	C[C@@H]1CCCCO[C@@H](CN(C)Cc2ccc(C(=O)O)cc2)[C@@H](C)CN([C@H](C)CO)C(=O)c2cc(NS(=O)(=O)c3ccccc3)ccc2O1	-0.1
17	C[C@H]1CN([C@@H](C)CO)C(=O)c2cc(NC(=O)Nc3cccc4ccccc34)ccc2O[C@H]1CN(C)S(=O)(=O)c1ccc(Cl)cc1	13.4
18	N#CC1=C(N)Oc2nc(-c3ccccc3)[nH]c2C1c1ccc(OCC(N)=O)cc1 (stereo unspecified)	-18.5
19	C[C@@H]1CCCCO[C@@H](CN(C)Cc2ccc(C(F)(F)F)cc2)[C@@H](C)CN([C@H](C)CO)C(=O)c2cc(NS(=O)(=O)c3cccs3)ccc2O1	17.7
20	COCCOC(=O)N1C(=O)[C@@]2(c3cc(C#CCC(C(=O)OC)C(=O)OC)ccc31)[C@H](c1ccc(OCCO)cc1)N1[C@H](c3ccccc3)[C@H](c3ccccc3)OC(=O)[C@H]1[C@@H]2C(N)=O	166.2*
21	CCOC(=O)c1oc2ccc(C=NC(C)(C)C)c(Cl)c2c1C	-1.9
22	C[C@H](CO)N1C[C@H](C)[C@H](CN(C)Cc2ccc3cccnc3c2)OCc2cn(nn2)CCCC1=O	1.9
23	Cc1ccc(CC(CC(=O)O)C(=O)Nc2cc(C)ccc2C)cc1 (stereo unspecified)	-22.7
24	C[C@@H]1CCCCO[C@@H](CN(C)C(=O)Nc2ccc3c(c2)OCO3)[C@@H](C)CN([C@H](C)CO)C(=O)c2cc(NC(=O)Nc3cccc4ccccc34)ccc2O1	20.8
25	C[C@H](CO)N1C[C@H](C)[C@H](CN(C)CC2CC2)Oc2ccc(NC(=O)CCCN(C)C)cc2C1=O	-11.0
26	C[C@H](CO)N1C[C@H](C)[C@H](CN(C)Cc2ccc(C(=O)O)cc2)Oc2ccc(NC(=O)Nc3ccc(F)cc3)cc2CC1=O	1.5
27	CC12CCCCC1(O)N(O)C(C(=O)c1ccccc1)=N2 (stereo unspecified)	30.3
28	CCn1cc(CN(C)C(=S)Nc2ccc(OC)c(OC)c2)c(C)n1	?
29	COc1ccc(NC(=O)Nc2ccc3c(c2)CC(=O)N([C@H](C)CO)C[C@H](C)[C@H](CN(C)C(=O)Nc2ccc(OC)cc2)O3)cc1	5.0
30	C[C@@H]1CN([C@H](C)CO)C(=O)c2cccc(NC(=O)C3CC3)c2O[C@@H]1CN(C)Cc1ccc2c(c1)OCO2	-0.9

Molecules shown so far containing a furan ring, fused or not, in the order listed:
#	molecule	ROS inducer
5	Cc1cc(NCc2ccco2)c2ccccc2n1	2.5
21	CCOC(=O)c1oc2ccc(C=NC(C)(C)C)c(Cl)c2c1C	-1.9

Next section.
#	molecule	ROS inducer
31	CCCOc1ccc(N)cc1N	14.4
32	C[C@H]1CN([C@@H](C)CO)C(=O)c2cc(NC(=O)C3CCCCC3)ccc2O[C@@H]1CN(C)C(=O)Nc1ccc2c(c1)OCO2	-2.8
33	COc1ccc(NC(=O)N(C)C[C@@H]2Oc3ccc(NC(=O)NC4CCCCC4)cc3C(=O)N([C@@H](C)CO)C[C@H]2C)cc1	2.5
34	C[C@@H]1CN([C@@H](C)CO)C(=O)c2cc(NC(=O)Cc3cn(C)c4ccccc34)ccc2O[C@@H]1CN(C)S(=O)(=O)c1ccc(F)cc1	-11.4
35	C[C@@H]1CN([C@@H](C)CO)C(=O)Cc2cc(NC(=O)Cn3cnnn3)ccc2O[C@@H]1CN(C)Cc1ccc(-c2ccccc2)cc1	9.7
36	C[C@H](CO)N1C[C@H](C)[C@@H](CN(C)Cc2ccccc2)Oc2ccc(NC(=O)Cc3ccccc3)cc2C1=O	18.3
37	COc1ccc(S(=O)(=O)Nc2cccc3c2O[C@@H](CN(C)C(=O)NC(C)C)[C@H](C)CN([C@H](C)CO)C3=O)cc1	-10.8
38	C[C@@H]1CN([C@@H](C)CO)C(=O)c2cc(NC(=O)c3ccncc3)ccc2O[C@@H]1CN(C)CC1CCCCC1	-0.3
39	CCCC(=O)Nc1ccc2nc(SCc3ccccc3C#N)sc2c1	3.5
40	CC1(C)CC[C@@]2(C(=O)O)C(C1)C1=CCC3[C@@]4(C)CC[C@H](O[C@@H]5O[C@H](C(=O)O)[C@@H](O[C@H]6OC[C@](O)(CO)[C@H]6O)[C@H](O)[C@H]5O)C(C)(C)C4CC[C@@]3(C)[C@]1(C)C[C@H]2O (stereo partly specified)	-3.8
41	C[C@@H]1CN([C@@H](C)CO)C(=O)c2cc(NS(=O)(=O)c3ccc(F)cc3)ccc2O[C@H]1CN(C)CC1CC1	-4.9
42	Cc1cc(C(=O)Nc2cccc3c2O[C@@H](CN(C)S(C)(=O)=O)[C@H](C)CN([C@@H](C)CO)C3=O)n(C)n1	-3.4
43	C[C@@H]1CN([C@@H](C)CO)C(=O)Cc2cc(NC(=O)C3CC3)ccc2O[C@@H]1CN(C)C(=O)Nc1ccc2c(c1)OCO2	18.8
44	CC(=O)Nc1ccc(OCC(O)CNC(C)C)cc1 (stereo unspecified)	57.9
45	C[C@@H]1CN([C@H](C)CO)C(=O)Cc2cc(NC(=O)Cn3cnnn3)ccc2O[C@@H]1CN(C)C(=O)Nc1ccccc1	-7.6
46	N#CCc1nc(=O)c2ccccc2s1	1.3
47	C[C@H](CO)N1C[C@H](C)[C@@H](CN(C)Cc2ccc(-c3ccccc3)cc2)Oc2c(NS(=O)(=O)c3ccc(F)cc3)cccc2C1=O	63.0
48	C[C@@H]1CN([C@H](C)CO)C(=O)Cc2cc(NC(=O)Cc3cn(C)c4ccccc34)ccc2O[C@@H]1CN(C)Cc1ccc(C(F)(F)F)cc1	14.7
49	O=C(c1ccc2c(=O)n(CCC3=CCCCC3)c(=S)[nH]c2c1)N1CCCC1	8.3
50	C[C@@H]1CN([C@@H](C)CO)C(=O)c2cccc(NC(=O)NC3CCCCC3)c2O[C@H]1CN(C)Cc1ccc(C(=O)O)cc1	-18.0
51	O=C(NCn1ccc(=O)[nH]c1=S)c1ccccc1	16.7
52	C[C@@H]1CCCCO[C@@H](CN(C)Cc2ccc(C(F)(F)F)cc2)[C@@H](C)CN([C@H](C)CO)C(=O)c2cc(NS(=O)(=O)c3ccc(F)cc3)ccc2O1	22.2
53	Cc1ccc(S(=O)(=O)N(C)C[C@@H]2Oc3ncc(-c4ccc(F)cc4)cc3C(=O)N([C@H](C)CO)C[C@@H]2C)cc1	58.3
54	C[C@@H]1CN([C@@H](C)CO)C(=O)c2cc(NC(=O)CCCN(C)C)ccc2O[C@@H]1CN(C)Cc1ccccc1	-3.3
55	C[C@H]1CN([C@@H](C)CO)C(=O)c2cccc(NC(=O)C3CCOCC3)c2O[C@H]1CN(C)C(=O)Nc1ccc(F)cc1	-6.2
56	C[C@@H]1CN([C@@H](C)CO)C(=O)c2cc(NC(=O)Nc3ccc(C(F)(F)F)cc3)ccc2O[C@H]1CN(C)C(=O)Nc1cccc2ccccc12	17.9
57	CN1C(=O)c2ccccc2NC(=O)/C1=C\c1ccccc1	-8.3
58	NC(=O)c1ccc(-n2c(CCC(=O)O)ccc2-c2ccccc2)cc1	-8.9
59	COc1cc2ccc(=O)oc2cc1OCC=C(C)C	11.4
60	CN(C(=O)c1ccccc1)C(=O)N(C)C(=O)c1ccccc1	-13.1
61	Cc1c(NC(=O)CN(c2cc(Cl)c(Cl)cc2Cl)S(C)(=O)=O)cccc1[N+](=O)[O-]	26.6
62	Cc1cc(C(=O)Nc2cccc3c2O[C@H](CN(C)C)[C@H](C)CN([C@H](C)CO)C3=O)n(C)n1	58.7
63	C[C@@H]1CN([C@H](C)CO)C(=O)Cc2cc(NC(=O)Nc3ccc4c(c3)OCO4)ccc2O[C@@H]1CN(C)Cc1ccc2c(c1)OCO2	41.8
64	COc1ccc(CN(C)C[C@@H]2Oc3ccc(NC(=O)Cn4cnnn4)cc3C(=O)N([C@@H](C)CO)C[C@H]2C)cc1	-11.8
65	O=C(Nc1ccccc1)C1=C[C@@H](c2ccc3c(c2)Cc2ccccc2-3)C[C@@H](OCCCCO)O1	26.6
66	Cc1ccc(S(=O)(=O)N(C)C[C@@H]2Oc3c(NS(=O)(=O)c4cn(C)cn4)cccc3C(=O)N([C@H](C)CO)C[C@H]2C)cc1	22.0
67	C[C@H]1CN([C@@H](C)CO)C(=O)c2cc(NC(=O)CCCCCC(=O)Nc3ccccc3N)ccc2O[C@H]1CN(C)C(=O)Nc1ccc(C(F)(F)F)cc1	13.3
68	COc1ccc(S(=O)(=O)Nc2cccc3c2O[C@@H](CN(C)Cc2ccncc2)[C@H](C)CN([C@H](C)CO)C3=O)cc1	4.2
69	CCOC(=O)N1CCC(NC(=O)c2oc3c(c2C)-c2[nH]ncc2CC3)CC1	5.4
70	C[C@@H]1CN([C@H](C)CO)C(=O)c2cc(NC(=O)C3CCCCC3)ccc2O[C@H]1CN(C)C(=O)Nc1ccccc1	-9.4
71	CCCCC[C@@H](O)CC(=O)CCc1ccc(O)c(OC)c1	-9.1
72	CCCc1cc2c(cc1NC(=O)C(C)(C)C(=O)Nc1cc3c(cc1CCC)OCO3)OCO2	-8.7
73	COc1cc(OC)c(C2=NOC(C(=O)Nc3cccnc3)C2)cc1Cl (stereo unspecified)	-16.9
74	COC(=O)c1cccc(NC(=O)CSc2nnc(-c3cc(OC)cc(OC)c3)o2)c1	-9.1
75	Cc1ccc(-n2c(SCC(=O)Nc3ccc(Br)cc3)nnc2-c2cccs2)cc1	17.7
76	CNC[C@@H]1Oc2ccc(NC(=O)Nc3ccc(F)cc3)cc2C(=O)N([C@@H](C)CO)C[C@H]1C	10.1
77	Cc1ccc(S(=O)(=O)N(C)C[C@@H]2Oc3ccc(NC(=O)Cn4cnnn4)cc3C(=O)N([C@H](C)CO)C[C@H]2C)cc1	-6.7
78	Cc1[nH]n(-c2ccccc2)c(=O)c1Cc1c(Cl)cccc1Cl	-3.0
79	C[C@@H]1CN([C@H](C)CO)C(=O)Cc2cc(NS(=O)(=O)c3cn(C)cn3)ccc2O[C@H]1CN(C)S(=O)(=O)c1ccc(F)cc1	0.6
80	C[C@H](NC[C@H](O)CP(=O)(O)CC1CCCCC1)c1ccc(Cl)c(Cl)c1	-5.6
81	CC(C)NC(=O)Nc1ccc2c(c1)C(=O)N([C@H](C)CO)C[C@@H](C)[C@@H](CN(C)Cc1ccccc1)O2	-0.8
82	Cc1ccc(Sc2c(CS(=O)(=O)c3ccccc3)[nH]c3ccccc23)cc1	-0.7
83	CC(C)C1NC(=O)/C(=C/c2cnc[nH]2)NC1=O (stereo unspecified)	-0.9
84	C[C@H](CO)N1C[C@H](C)[C@@H](CN(C)Cc2ccc(C(=O)O)cc2)Oc2c(NC(=O)Nc3ccc4c(c3)OCO4)cccc2C1=O	-2.1
85	CC(C)NC(=O)N(C)C[C@H]1Oc2c(NC(=O)C3CCCCC3)cccc2C(=O)N([C@H](C)CO)C[C@H]1C	-4.3
86	CNC(=O)CS(=O)(=O)c1cn(CC(=O)N2CCCC2)c2ccccc12	8.0
87	C[C@H]1CN([C@@H](C)CO)C(=O)c2cc(NC(=O)NC3CCCCC3)ccc2O[C@H]1CN(C)C(=O)NC1CCCCC1	0.3
88	Cc1c(C#N)c(SCc2cccc(C(F)(F)F)c2)nc2ccccc12	27.0
89	C[C@@H]1CN([C@H](C)CO)C(=O)c2cc(NS(=O)(=O)c3ccccc3)ccc2O[C@H]1CN(C)S(=O)(=O)c1ccccc1	?
90	COc1ccc(NC(=O)Nc2ccc3c(c2)C(=O)N([C@@H](C)CO)C[C@H](C)[C@@H](CN(C)C)O3)cc1	-2.1

Exported with each value named: entries from further up
84: C[C@H](CO)N1C[C@H](C)[C@@H](CN(C)Cc2ccc(C(=O)O)cc2)Oc2c(NC(=O)Nc3ccc4c(c3)OCO4)cccc2C1=O
- ROS inducer: -2.1

70: C[C@@H]1CN([C@H](C)CO)C(=O)c2cc(NC(=O)C3CCCCC3)ccc2O[C@H]1CN(C)C(=O)Nc1ccccc1
- ROS inducer: -9.4
